# Integrin act MD = integrin-mediated muscular dystrophy alleviation activation. Potency, µM (top dose mostly 38.3 µM), inactives show at the highest dose activation, hits mostly activators. hit rate 0.064% among 350,000. alpha7betagal myoblasts, beta-gal FDG fluorescence, 48 h;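 also: potency is read from the fitted curve at half-maximal effect; 100% = response of the positive control SU9516; nearly all actives have a fitted effect of over 60% in size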
#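 Alpha7betagal+/- myoblasts (passage 13) were plated 16-24 hr, then exposed to compounds (1:260 dilution of DMSO stock) for 48 hours at 37C. After MPER lysis, β-galactosidase reporter activity was read as FDG fluorescence (ex 480/em 540) after 30 minutes.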
# TRPV1 ag = agonists of human vanilloid receptor 1 (TRPV1). Q8NER1. TRPV1-expressing cells, Fluo-8 calcium influx, agonist mode. activation, % at 8.33 µM. hit rate 0.19% among 320,000; in the data active = activation above about 80%; inconclusive = between about 30% and that limit; also: 0% is about no effect
#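 Cells expressing TRPV1 were dye-loaded with Fluo-8 and read kinetically: 10 s baseline, 3 min after compound (agonist portion), then 2 min after EC20 capsaicin (allosteric enhancer portion). Calcium-bound dye fluorescence at 480/520 nm.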
# AT treatment = potential ataxia-telangiectasia treatment | hit rate 0.19% among 320,000 | […] A-T fibroblasts, KAP-1 phosphorylation AlphaLISA; neocarzinostatin DNA damage 30 min before lysis | Potency, µM (doses to about 57.5 µM), without a hit: at the top dose activation, usual class: activators | AID 485349; also: potency is read from the fitted curve at half-maximal effect; % of control where 0% means no effect; nearly all actives have a fitted effect of over 45% in size
#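 hTERT-immortalized A-T patient fibroblasts ([…]), 500 cells/well in OPTI-MEM, 1% FBS, got compounds for 60 min, then NCS for 30 min at 37C. Lysates were then assayed for phospho-KAP-1 by AlphaLISA (anti-pKAP1 donor, anti-KAP1 acceptor beads), 6 hr at 25C.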
# ELG1 repair inh = blocks ELG1-dependent DNA repair in HEK293T cells; hit rate 2.3% among 330,000; Potency, µM (doses to about 46.1 µM), inactives show top-dose activity change, negative = inhibition, usual class: inhibitors; HEK293T ELG1-luciferase reporter, luminescence, 16 h; DNA damage induced by 5-fluorouridine; AID 504467; also: potency is read from the fitted curve at half-maximal effect; % is scaled to controls: 0 for no effect and ±100 for the full control effect; nearly all actives have a fitted effect of over 55% in size
#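 5-Fluorouridine DNA damage + compound/DMSO, 2,000 cells/well, 16 h, 37 °C/5% CO2. ONE-Glo, 30 min RT, luminescence. Readout = decrease in reporter signal.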
# MLL CXXC-DNA inh = inhibitors of human MLL CXXC domain-DNA interaction; MLL-CXXC / FITC-HOXA9 DNA fluorescence polarization; Potency, µM (highest dose often 115 µM), for the others: at the top dose activity change, negative = inhibition, actives largely listed as inhibitors; hit rate 0.037% among 290,000; AID 2662; active = well fitted inhibition curve with a large enough effect in the polarisation, with a control signal flat, not every such curve was filed as active; inconclusive = small, poorly fitted or top-dose-only effect, or effect the other way, or a change in a side signal; inactive = no such curve, though single readings can be large or run the other way; the % refers to the polarisation; also: potency is read from the fitted curve at half-maximal effect
#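 Steps: dispense CXXC domain solution (7 uM) → pin compounds or unlabeled HOX-A9 DNA control → 5 min ambient → add FLSN-HOX-A9 solution (50 nM) → spin → 30 min ambient → fluorescence polarization. Tris pH 7.5/NaCl/DTT/BSA buffer.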
# TCR activator = T cell receptor activation; 330,000 tested, under 10 active; primary human leukocytes, anti-CD3, IL-2 HTRF, 48 h; AID 504894; Potency, µM (doses to about 9.22 µM), inactives show top-dose activation of IL-2 secretion, actives largely listed as activators; also: % of control where 0% means no effect
#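 Activity was scored as IL-2 release from primary human leukocytes given only a TCR signal (a-CD3 beads) plus compound for 48 hr. Detection used a two-antibody HTRF format read at 665nm.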
# BRCA1 expr act = BRCA1 expression activation. Potency, µM (titrated, usually from 46.1 µM), without a hit: at the top dose activation, actives largely listed as activators. hit rate 1.1% among 380,000. MCF7-BRCA1-FFLuc reporter, luminescence, 48 h; response scale: scaled: vehicle 0%, 10 µM genistein 100%; also: potency is read from the fitted curve at half-maximal effect; nearly all actives have a fitted effect of over 80% in size; some results filed as inactive show a strong effect at the top dose
#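 Quantitative HTS in MCF7 cells stably reporting BRCA1 expression via firefly luciferase. Compound treatment lasts 48 h at 37 °C in phenol-red free MEM. Activation is expressed relative to genistein at 10 microM and DMSO.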
# p53 reactivator = restores transcriptional activity of mutant p53 | H1299 p53-A138V BP100-luciferase reporter, luminescence, 24 h | Potency, µM (doses to about 92.2 µM), without a hit: top-dose activity change, positive = activation, actives largely listed as activators | hit rate 0.063% among 320,000; also: potency is read from the fitted curve at half-maximal effect; % of control where 0% means no effect; nearly all actives have a fitted effect of over 45% in size
#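 H1299 (p53-null), stable ts p53-A138V + BP100-Luc; 1000 cells/well, Opti-MEM/10% FBS; cpd 4 pt, 1:5; 24 h, 37 deg C, 5% CO2; detection reagent 10 min RT; luminescence.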
# TSG101-PTAP inh = blocks PTAP/TSG101 interaction to inhibit HIV-1 budding; Potency, µM (titrated, usually from 115 µM), inactives show at the highest dose activity change, negative = inhibition, actives largely listed as inhibitors; Q99816; Fluorescence polarization, FITC-PTAP peptide / Tsg101 binding; AID 493005; 340,000 tested, under 10 active; active = well fitted inhibition curve with a large enough effect in the main read-out, with a control signal flat, not every such curve was filed as active; inconclusive = small, poorly fitted or top-dose-only effect, or effect the other way, or a change in a side signal; inactive = no such curve, though single readings can be large or run the other way; also: potency is read from the fitted curve at half-maximal effect; % of control where 0% means no effect
#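 Steps: Tsg101 binding domain dispensed (10 uM final), compounds pinned in DMSO, FITC-labeled PTAP-motif peptide added (50 nM final); after 20 min binding at room temperature, polarization measured.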
# B2AR arrestin = agonists driving beta-arrestin recruitment to human beta2-adrenergic receptor. P07550. beta-arrestin recruitment to beta2AR, cell-based reporter. Potency, µM (series often up to 46.1 µM), inactives show at the top dose activation, actives largely listed as activators. hit rate 0.02% among 330,000. AID 492947;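 also: potency is read from the fitted curve at half-maximal effect; 0% = DMSO controls and full agonism = EC100 isoproterenol or metaproterenol; nearly all actives have a fitted effect of over 65% in size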
# * marks the source's active call; other numbers are inactive results; u = inconclusive; x = not tested or not shown; [ ] = another dose, or the depositor's remark. Unless noted, calls follow the shape of the dose curve; as a rule, active = well fitted curve in the direction sought with a large enough effect; inconclusive = small, poorly fitted or top-dose-only effect, or another doubt; inactive = no such curve, though single readings can be large; an effect the other way counts as inactive or inconclusive.
# Values in the order – Integrin act MD, TRPV1 ag, AT treatment, ELG1 repair inh, MLL CXXC-DNA inh, TCR activator, BRCA1 expr act, p53 reactivator, TSG101-PTAP inh, B2AR arrestin
CCN(CC(=O)Nc1ccccc1OC)C(=O)c1cc(S(=O)(=O)N2CCCCCC2)ccc1OC
→ 1%, 3, 2%, u, x, -11%, -20%, -13%, -1%, 3.6%
COc1ccc(CN2CCNC(=O)C2CC(=O)N(C)Cc2ccncn2)c(OC)c1 (stereo not given)
→ -12%, -2, 6%, 3%, -5%, 2%, 5%, -4%, -3%, -0.7%
COc1ccc(C(C)=NNC(=O)c2cccc(S(=O)(=O)N3CCCC3)c2)cc1
→ -5%, x, 0%, -17%, x, 1%, 5%, -10%, -9%, 0.2%
CCOC(=O)N1CCC(Nc2ccc(N3C(=O)C4CCCCC4C3=O)cc2[N+](=O)[O-])CC1 (stereo not given)
→ 8%, 6, -3%, -26%, 6%, 1%, 0%, 1%, -1%, 0.9%
O=C(Nc1ccc2c(c1)C(=O)NC2=O)c1ccccc1Cl
→ -2%, 7, 1%, 2%, 13%, 3%, -1%, 10%, -6%, -0.3%
COc1cc(CN2CCC(C(=O)NC3CCCC3)CC2)cc(Br)c1O
→ -3%, 1, -8%, 1%, -3%, 6%, -19%, 10%, -9%, -0.8%
O=[N+]([O-])c1ccc(Cl)c(S(=O)(=O)N2CCCCCC2)c1
→ -47%[inhibitor], 6, -4%, -8%, -6%, -5%[46.1 µM], 2%, 0%, 1%, -0.2%
Cc1nnc(NC(=O)CN2CCN(Cc3ccccc3Cl)CC2)s1
→ -5%, 2, -1%, -1%, -3%, 11%, -15%, -18%, -3%, 0.3%
Cc1nc(N2CCN(c3ccccn3)CC2)c2c(C)c(C(=O)Nc3c(C)cc(Br)cc3C)sc2n1
→ 3%, -2, -2%, u, 11%, 0%, -2%, -5%, 0%, 0.4%
NC1=C([N+](=O)[O-])C(c2ccc3c(c2)OCO3)C2=C(CCCC2=O)O1 (stereo not given)
→ 0%, 1, -3%, -1%, -8%, 2%, -6%, x, 2%, -1.5%
O=C(C[C@@H]1C/C=C\C[C@H](Cc2ccc(F)cc2)C(=O)OC[C@H]2CCCN2C1=O)N[C@H](CO)Cc1ccccc1
→ -35%, x, -1%, u, x, -1%, -8%, -4%, -4%, 0.1%
CN(C(=O)Cc1csc(-c2ccccc2)n1)c1c(N)n(Cc2ccccc2)c(=O)[nH]c1=O
→ 3%, -4, 1%, -2%, x, 3%, 5%, 6%, 0%, -0.9%
COc1ccc(-c2c(C)n([O-])c(C)c(C)[n+]2=O)cc1
→ 19%, -3, x, -1%, -4%, 1%, -1%, -3%, -3%, 0.2%
Cc1cc(C(=O)N/N=C/c2cc([N+](=O)[O-])cc(C)c2O)n[nH]1
→ u, -1, -6%, u, 9%, 8%[46.1 µM], -31%, 11%, -1%, -1.2%
COc1ccc(C(C(=O)NC(C)C)N(C(=O)CCC(=O)Nc2nccs2)c2ccccc2F)cc1 (stereo not given)
→ 14%, 4, 3%[11.5 µM], 8%, -13%, -2%, -15%, 2%, -3%, 0.2%
COc1ccc(/C(C)=N/NC(=O)c2ccc3nc[nH]c3c2)cc1
→ 25%, 2, -8%, 20%, 30%, 1%, 32%, 0%, -3%, 0.2%
CCCn1c(=O)n(C)c(=O)c2c(SCc3cc(C(C)=O)ccc3OCC)nc(C3CC3)nc21
→ -2%, x, x, x, x, 4%, -56%, x, 0%, x
C=CCN(C(=O)c1csnn1)C(C(=O)NCc1ccc(F)cc1)c1ccc(F)cc1 (stereo not given)
→ 8%, 11, 2%, -5%, -3%, -3%, -3%, 2%, 0%, -1.2%
Cc1cc(-c2ccccc2)nc(SCC(=O)c2cccc([N+](=O)[O-])c2)n1
→ -3%, 0, 5%, -27%, 7%, x, -46%, 3%, -1%, -0.5%
COC(CNC(=O)C(=O)NCC1OCCN1C(=O)c1ccc(Cl)cc1)OC (stereo not given)
→ -18%, -6, -11%, 0%, 16%, 1%, 48%, -4%, -8%, -0.8%
COc1cc(/C=N/NC(=O)c2cccs2)ccc1OCc1ccccc1
→ -3%, -1, -7%, -1%, 4%, 5%, 0%[1.84 µM], 2%, 3%, -0.5%
CN(C)c1nc(-c2cccs2)cc(C(F)(F)F)c1C#N
→ u, 1, 15%, -9%, -3%, -2%, 7%, 2%, -3%, -0.3%
CC(=O)Oc1c(S(=O)(=O)c2ccc(C)cc2)c(C)nn1-c1ccccc1
→ 20%, -1, 2%, 0%, 7%, 15%, 16%, -5%, -5%, -0.5%
CCOC(=O)c1c2ccc(OCC(=O)N/N=C/c3ccc(Cl)cc3)cc2n2ccccc12
→ x, -1, 15%, 3%, u, x, x, -3%, x, 0.2%
COc1ccc(C(CNC(=O)c2ccco2)N2CCCC2)cc1 (stereo not given)
→ 1%, 4, 13%, u, x, 12%, u, u, -9%, 0.4%
CCOC(=O)NN1C(=O)c2ccccc2NC1(C)C
→ 3%, -1, -2%, 4%, 5%, -2%, -9%, -5%, 2%, 0.4%
Cc1ccc(NC(=O)c2ccccc2[N+](=O)[O-])nc1
→ 17%, 1, 1%, -5%, 19%, 1%, -26%, 1%, -6%, 3.1%
CC(C)(C)c1ccc(C(=O)N2CCNCC2)cc1
→ 27%, -3, 5%, 10%, 12%, 0%, 6%, 13%, -1%, 0.2%
Cc1cc(C(=O)CSc2nncs2)c(C)n1-c1c(C)n(C)n(-c2ccccc2)c1=O
→ -15%, 0, 2%, 0%, -4%, -9%, 5%, 8%, -13%, -0.3%
Cn1ccnc1C(=O)Cc1ccc([N+](=O)[O-])cc1
→ -23%, x, x, x, x, -3%, -14%, x, -7%, x
Cc1ccc(S(=O)(=O)NC(=O)c2cc(C)n(C3CC3)c2C)cc1
→ -11%, -2, -28%, -3%, 3%, 0%, 14%, 3%, -1%, 0.1%
Cc1ccc(Cl)cc1NC(=O)CN1CCOCC1
→ 9%, x, x, x, x, -6%, 0%, x, 1%, x
Nc1ccc2nc(-c3ccccn3)[nH]c2c1
→ 0%, -4, -1%, u, 2%, -27%[46.1 µM], 11µM*, u, -1%, -0.8%
CC(C)CSc1nnc2c(n1)[nH]c1ccccc12
→ 2%, 3, x, u, -4%, 0%, u, 35%, -4%, 0.5%
C[n+]1ccccc1C1CCCC/C1=N\Nc1ccc([N+](=O)[O-])cc1[N+](=O)[O-] (stereo not given)
→ -2%, 0, -4%, 15%, 4%, 4%[46.1 µM], -13%, -13%, -1%, -0.3%
CCOc1ccc(S(=O)(=O)N2CCN(C(=O)c3cc4ccccc4o3)CC2)cc1
→ 18%, x, 6%, u, x, 13%, 0%, -1%, -3%, 0.1%
CC(=O)c1ccc(N2CCN(C(=O)CCNC(=O)Cn3ccc4ccccc4c3=O)CC2)cc1
→ 19%, -1, -2%, u, -16%, -2%, -14%, -3%, -5%, 0.5%
CC(=O)c1c(C)[nH]c(C(=O)CN2C(=O)NC3(CCCCC3)C2=O)c1C
→ 4%, -3, -3%, u, x, 0%, 5%, -2%, -2%, -0.3%
COc1ccc(N2CCN(Cc3cc(=O)oc4ccc5ccccc5c34)CC2)cc1
→ -3%, 2, 10%, u, 3%, 4%, -37%, -12%, 2%, -0.2%
O=C(CN1CCCCC1)N1c2ccccc2Sc2ccc(C(F)(F)F)cc21
→ -20%, 28, 0%, -1%, 10%, 1%[46.1 µM], -15%, -1%, -2%, -0.3%
O=c1cc[nH]c2ccc(Cl)cc12
→ -11%, 7, 9%, 3%, 3%, 14%, -13%, -2%, -2%, -0.5%
CC1CCN(Cc2cc(=O)oc3cc4c(cc23)CCCC4)CC1
→ 6%, 21, 3%, u, -7%, 7%, 4%, 7%, 1%, -0.6%

# A portion taken from the entries so far, as a working copy:
# Values in the order – Integrin act MD, TRPV1 ag, AT treatment, ELG1 repair inh, MLL CXXC-DNA inh, TCR activator, BRCA1 expr act, p53 reactivator, TSG101-PTAP inh, B2AR arrestin
O=C(CN1CCCCC1)N1c2ccccc2Sc2ccc(C(F)(F)F)cc21
→ -20%, 28, 0%, -1%, 10%, 1%[46.1 µM], -15%, -1%, -2%, -0.3%
O=c1cc[nH]c2ccc(Cl)cc12
→ -11%, 7, 9%, 3%, 3%, 14%, -13%, -2%, -2%, -0.5%
CC1CCN(Cc2cc(=O)oc3cc4c(cc23)CCCC4)CC1
→ 6%, 21, 3%, u, -7%, 7%, 4%, 7%, 1%, -0.6%

# High-throughput results from PubChem BioAssay.
